dFosB activator = mouse delta FosB homodimer activation. P13346. activation, % at 25 µM. hit rate 0.99% among 340,000. purified delta FosB, TAMRA-CDK5 oligo fluorescence polarization; percent of positive-control signal above neutral wells;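 active = mean activation above about 17%, with every replicate also reaching it, limit read from the data, passing the limit was not always enough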;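 also: fluorescence polarization rise as delta FosB binds a TAMRA Cdk5 AP-1 oligo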
Mot1-301 SUMO = SUMOylation pathway inhibition by Mot1-301 growth rescue. growth rescue, % at 18.8 µM. S. cerevisiae Mot1-301 growth rescue, ATP luminescence, 38.5C; percent above DMSO median, 100 means doubled. hit rate 1% among 320,000;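 active = every valid replicate shows activation above 250% relative to neutral control wells; inactive = the rest, any valid replicate at or below 250%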;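 also: OY570 slx delta 5 strain wells were the positive control but not used for scaling; some compounds called inactive have numbers as strong as hits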
Rtt109 HAT inh = inhibitors of Candida albicans Rtt109/Vps75 histone acetyltransferase. Q5AAJ8. purified Rtt109/Vps75, ThioGlo CoA-SH fluorescence, 4 h. inhibition, % at 34.9 µM. hit rate 0.16% among 330,000. AID 540336;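 active = inhibition of at least 50% in every replicate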
Keap1 Nrf2 FP = Keap1-Nrf2 (human) interaction inhibition | hit rate 0.15% among 340,000 | Keap1 Kelch-Nrf2 peptide fluorescence polarization, 1536-well | Q14145 | inhibition, % at 9.4 µM; in the data active = inhibition above about 12%;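 also: human Keap1 Kelch domain with fluorescein labeled Nrf2 9mer peptide probe; 0% = neutral control wells and 100% = peptide positive control; higher means more block of Keap1 binding to Nrf2 peptide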
LANA DNA inh = blocks KSHV LANA C-terminal domain binding to DNA | MBP-C-LANA/FAM-LBS DNA binding, fluorescence polarization | inhibition, % at 9 µM | hit rate 0.078% among 340,000;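 active = highest replicate inhibition at or above 60% at 9 µM, even if other replicates fall short; inactive = all replicates below 60% inhibition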;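 also: 0% = neutral control wells and 100% = 4 µM acridine orange control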
cardiac RTF act = increases calcium sensitivity of human cardiac regulated thin filaments; activation, % at 7.2 µM; P19429+P45379; hit rate 0.24% among 340,000; AID 493008; IANBD-labeled TnC RTF fluorescence at EC20 calcium; 0% EC20 calcium, 100% full calcium;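 active = activation above the mean over all tested compounds plus 3 SD, cut at about 30% in these data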;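 also: rise in fluorescence read as greater calcium sensitivity of cardiac thin filaments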
PvdQ inh = blocks Pseudomonas aeruginosa PvdQ acylase activity. purified PvdQ acylase, fluorescence plate reader. inhibition, % at 10 µM. hit rate 0.063% among 340,000; in the data active = inhibition above about 30%, passing the limit was not always enough;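 also: 0% = vehicle neutral wells and 100% = reference inhibitor wells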
Cardiac RTF inh = cardiac RTF calcium desensitization | IANBD-labeled cardiac RTF, Ca2+ fluorescence | inhibition, % at 7.15 µM | hit rate 0.12% among 340,000;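 active = inhibition above the mean inhibition of all tested compounds plus 3 SD, cut at about 17% in these data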;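 also: assay run at fixed EC70 calcium of 1.6 mM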
NSD2 HMT inh = blocks human histone methyltransferase NSD2; inhibition, % at 12.5 µM; hit rate 0.54% among 310,000; NSD2 peptide methylation, AlphaScreen, 120 min; O96028; in the data active = inhibition above about 50%
PfHsp90 yeast 2 = reduces growth (ATP signal) of yeast expressing P. falciparum Hsp90 | hit rate 0.32% among 310,000 | AID 504621 | inhibition, % at 9.4 µM | S. cerevisiae expressing PfHsp90, BacTiter-Glo ATP, 48 h; yeast lacking PDR1 and PDR3 efflux regulators;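 active = every replicate shows inhibition above about 80%, whatever the replicate mean, limit read from the data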;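 also: 0% = DMSO neutral controls and 100% = 20 µM radicicol positive controls; yeast relying on Plasmodium falciparum Hsp90 in place of its own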
CDK5 inh = blocks human CDK5/p35 kinase activity | Q00535+Q15078 | Recombinant CDK5/p35, ADP-Glo luminescence, 60 min | inhibition, % at 10 µM | hit rate 0.01% among 330,000 | AID 488839;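 active = highest replicate inhibition of at least 50% and at least 75% of replicates reaching 50%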;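 also: plate controls were DMSO neutral control for no effect and GW8510 at 10 µM for full effect; many of its hits are not listed in these tables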
Starred values were filed as active, the others as inactive; nt = not tested or not shown; & = joins results of further samples. Compounds were not picked by outcome, and some 3.2% of all compounds hit somewhere here.

SMILES	dFosB activator	Mot1-301 SUMO	Rtt109 HAT inh	Keap1 Nrf2 FP	LANA DNA inh	cardiac RTF act	PvdQ inh	Cardiac RTF inh	NSD2 HMT inh	PfHsp90 yeast 2	CDK5 inh
Cc1cc(C)c(NC(=O)c2sc3nc4c(cc3c2N)C(=O)CC(C)(C)C4)c(C)c1	1	27	5	-5	1.5	-3	-15	6	8	-20	1.1
CCN1C(=NCCCOC(C)C)N[C@@H](CCc2ccccc2)[C@H](C(=O)NCCCOC(C)C)[C@H]1C	4	-1	1	-4	4.4	3	-1	-3	nt	nt	-0.1
Fc1ccc(COc2cccc3cccnc23)cc1	-8	348	-2	1	-1.6	nt	2	nt	1	9	0.4
COCCN1C(=O)C(CC(=O)Nc2ccc(C(=O)O)cc2)SC1=Nc1ccccc1 (configuration not stated)	7	-6	0	3	-1.8	-1	-4	-4	nt	-4	0.2
NNC(=O)c1cc2c(N3CCC(Cc4ccccc4)CC3)ncnc2s1	-8	-3	2	0	-1.9	4	-1	7	1	-1	0.7
Cc1ccc(-c2nn(-c3ccccc3)cc2C(=O)N2CCN(C3CCS(=O)(=O)C3)CC2)cc1 (configuration not stated)	-5	8	-3	-8	0.3	2	-16	-2	6	30	1.9
CC(C)=CCN1CCN(Cc2cnc(N3CCCC3)s2)CC1CCO (configuration not stated)	-8	6	-1	-2	1.3	10	-10	-7	-5	-15	2.4
COc1ccc(-n2c(O)c(/C=N/Nc3nc(C)cc(C)n3)c3ccccc3c2=O)cc1OC	-6	-20	-10	-7	-1.2	2	5	0	-2	-10	0.8
C=CCNC(=O)NC(=O)CN1C(=O)NC(c2ccccc2)(c2ccccc2)C1=O	-8	4	2	-2	1.1	-7	-1	-25	4	10	0.6
O=c1c(O)c(-c2cccs2)oc2ccc(Cl)cc12	3	26	-6	0	-0.1	36*	3	-85	-3	-7	1.4
Cc1cc(C)c2nc(Nc3nc(CSc4nc5ccccc5[nH]4)cc(=O)[nH]3)nc(C)c2c1	-6	nt	7	-2	6.5	-1	8	-10	1	9	0.3
O=C(CS(=O)(=O)c1cn(CC(=O)N2CCOCC2)c2ccccc12)NCc1ccc(F)cc1	0	-12	-6	0	0.3	-5	-4	-7	-2	17	0.4

2 compounds from above, showing only CDK5 inh, PvdQ inh and LANA DNA inh.
smiles | CDK5 inh | PvdQ inh | LANA DNA inh
O=c1c(O)c(-c2cccs2)oc2ccc(Cl)cc12 | 1.4 | 3 | -0.1
Cc1cc(C)c2nc(Nc3nc(CSc4nc5ccccc5[nH]4)cc(=O)[nH]3)nc(C)c2c1 | 0.3 | 8 | 6.5

Other results.
SMILES	dFosB activator	Mot1-301 SUMO	Rtt109 HAT inh	Keap1 Nrf2 FP	LANA DNA inh	cardiac RTF act	PvdQ inh	Cardiac RTF inh	NSD2 HMT inh	PfHsp90 yeast 2	CDK5 inh
CC(C)NC(=O)Cn1cc(C(=O)C(=O)N2CCOCC2)c2ccccc21	-4	-3	-1	-6	3.1	-2	0	-6	-4	nt	-2.7
CCN1C[C@@H]2[C@@H]3C(=O)N(Cc4ccccc4)C(=O)[C@@H]3[C@](CC)(C1=O)N2C(=O)c1ccc(C(F)(F)F)cc1	1	8	1	-4	2.8	2	-12	-11	nt	15	-1.6
Cc1c(Cl)c([N+](=O)[O-])nn1CC(=O)NC12CC3CC(CC(C3)C1)C2	-2	952*	-4	1	-0.9	6	6	-2	4	-6	-1.9
COc1cc(/C=C2/SC(=O)NC2=O)ccc1OC(=O)c1ccco1	68*	3	-2	0	1.2	-6	0	1	0	-4	0.5
NS(=O)(=O)c1ccc(NC(=O)COC(=O)COc2ccccc2)cc1	-5	-5	0	-3	-0.5	-1	4	0	-2	-16	0.5
CCCN1CCN(C(=S)Nc2ccc([N+](=O)[O-])cc2)CC1	-4	-5	-2	-1	-4.0	4	-6	-31	4	10	-1.0
O=C(C/C=N/OCc1ccc(F)cc1Cl)c1cnc(-c2ccccc2)s1	3	331	5	0	1.1	4	22	-6	0	13	-0.8
COc1ccc(CN2C(=NC(=O)C3CCCCC3)SC3CS(=O)(=O)CC32)cc1 (configuration not stated)	2	4	-13	-1	1.6	-3	4	2	0	-17	0.6
CCC(=O)NC(=S)N1CCN(c2ccc([N+](=O)[O-])cc2Cl)CC1	2	-4	-8	-1	0.6	-5	4	-1	4	-1	-1.5
Cc1cc(C#N)c2ccccc2n1	5	-4	-5	1	2.8	0	-3	-1	-4	-23	-1.0
CCOc1cc(N2CCOCC2)c(OCC)cc1NC(=O)CN1C(=O)C2CC=CCC2C1=O (configuration not stated)	-4	nt	10	3	1.5	-2	7	9	nt	31	0.9
COc1ccc2[nH]cc(C(=O)CN3CCC(C)CC3)c2c1	-3	-6	18	-1	-0.2	-3	4	-1	0	7	1.3
Cc1cccc(NC(=S)NNC(=O)CCn2cc(C)cn2)c1	-1	3	-2	3	-0.1	0	-4	-6	2	12	-3.6
CC(C)OC(=O)c1ccc(N)cc1	-9	-20	3	0	-0.1	-2	-12	-15	1	9	-1.5
CCOC(=O)c1c(C)oc2cc(Br)c(O)c(Br)c12	-12	15	5	-3	0.0	2	4	-7	nt	19	0.2
C/C(CC(=O)Nc1ccccn1)=N\NC(=O)c1ccc(C)cc1	3	-1	-7	0	-0.2	-5	1	-2	-1	2	0.1
Cc1n[nH]c(C)c1CCC(=O)N/N=C/c1cccs1	0	-8	11	-4	2.4	nt	5	nt	-1	-4	0.6
Cc1nn(C)c(C)c1NC(=O)Nc1ccc(Cl)c(Cl)c1	-4	176	2	1	0.0	-2	6	4	-3	7	0.0
COC(=O)c1c(NC(C)=O)sc(C)c1C	-4	-10	-4	-8	-1.4	4	-13	-11	-3	7	-0.4
COc1ccc(NC(=O)c2cccc(NC3=NC4CS(=O)(=O)CC4S3)c2)cc1Cl (configuration not stated)	-8	-10	8	-1	0.2	5	16	1	nt	4	0.7
CCOC(=O)C(CC)Sc1nc2c(cnn2-c2ccc(F)cc2)c(=O)[nH]1 (configuration not stated)	-9	-1	7	-2	-2.0	-2	-19	-4	0	8	1.1
COC(=O)CC1C(=O)NCCN1C(=O)Nc1ccccc1 (configuration not stated)	4	6	-3	-1	0.2	3	-4	-11	1	nt	-0.1
COc1ccc(/C=N/NC(=O)c2cc(C3CC3)[nH]n2)cc1OC	6	46	0	-2	6.1	-4	-2	4	0	3	-0.8
Clc1cccc(CN2CCN(Cc3ccco3)CC2)c1	-12	-7	-12	0	2.8	-3	0	-7	8	3	-0.5
Cc1ccc(-n2ncc3c2CC(C)(C)CC3NC(=O)c2ccncc2)cc1 (configuration not stated)	-1	68	0	1	-0.2	-4	-14	2	-3	-5	1.0
Cc1ccc(C(=O)CSc2ccccc2C(=O)O)cc1	4	310	-2	-4	-1.7	1	-11	3	-2	13	nt
CC(=O)COc1coc(CN2CCN(c3ccc(F)cc3)CC2)cc1=O	2	8	8	0	0.1	-5	8	-5	-3	-1	-0.2
CCOC(=O)C(C)(C)Sc1nc2c(cnn2-c2ccc(Cl)cc2)c(=O)[nH]1	-15	-5	-3	-3	-0.6	18	-14	-3	nt	-12	0.8
NC(=O)N/N=C/c1c(F)c(F)c(F)c(F)c1F	1	285	-8	-1	0.8	2	-15	-4	-1	6	-0.5
Cn1c(=O)c2c(nc(CN3CCC(C(N)=O)CC3)n2Cc2ccccc2F)n(C)c1=O	-9	-8	6	0	1.1	12	2	-8	-1	25	-0.9
CN(CC1CCCO1)S(=O)(=O)c1ccc(C(=O)Nc2ccccc2F)cc1 (configuration not stated)	4	1	-3	2	0.4	3	4	-8	-3	-17	-0.8
CCOC(=O)C1=C(C)NC(C)=C(C(=O)OCC)C1C(=O)OC1CCOC1=O (configuration not stated)	-1&3	463*	-4&6	-3&1	3.7&-1.0	0&-3	-9&-5	-10&-1	-1&-1	-25&2	-1.9&0.8
CC1CCCN(C/C(O)=C(\C#N)c2nc3ccccc3[nH]2)C1 (configuration not stated)	-1	-13	4	-1	-0.3	1	14	-2	1	4	0.7
O=S(=O)(Cc1ccccc1)Nc1cccc(F)c1	1	-16	6	0	-0.6	-3	1	0	-1	-5	0.9
Cc1nn(Cc2ccccc2Cl)c(C)c1NC(=O)c1cc(-c2ccc(F)cc2)on1	-13	9	2	-1	-0.1	-1	-11	-8	1	4	0.3
Cc1ccc(N(CC(=O)NC2CCCCC2C)S(=O)(=O)c2c(C)noc2C)cc1 (configuration not stated)	-1	-9	-8	-3	-2.3	3	-10	-2	-16	-1	-1.5
COC(=O)c1ccc(NC(=O)N2CCOCC2)cc1	2	3	-2	-1	0.4	-3	-10	-3	-2	-12	0.1
Cc1ccc(OCCCC(=O)Nc2ccc(N3CCOCC3)cc2)c(C)c1	-9	-7	-5	-1	-1.0	5	-8	-9	0	6	-0.9
CCOc1ccc(CN(C)Cc2cc(=O)oc3cc(C)c(Cl)cc23)cc1	-11	433	-3	-9	-0.8	1	-14	-4	4	0	-0.9
CCSc1nc2c(c(=O)[nH]1)C(c1cccnc1)C(C(=O)OC(C)C)=C(C)N2 (configuration not stated)	-4	-13	0	0	1.2	-1	-3	1	nt	0	1.8
CCn1c(C(C)NC(=O)c2ccc(OC)c(OC)c2)nc2ccccc21 (configuration not stated)	-6	-4	10	-5	-0.3	4	-11	-2	nt	nt	-2.8
Cc1cccc(C)c1Nc1c(-c2ccc(N3CCOCC3)cc2)nc2ncccn12	-5	17	-8	-9	0.1	5	-6	2	nt	5	1.4
CN(CCc1cnn(C)c1)Cc1cn[nH]c1-c1ccc(-c2ccccc2)cc1	-8	-19	9	-3	1.5	4	-3	-12	4	-19	0.9
COc1ccc(C(=O)COC(=O)CCC(=O)Nc2ccc(C(C)=O)cc2)cc1	-2	-7	-6	-3	-1.0	-5	-23	-13	-3	-10	3.9
CC(C)c1ccc(S(=O)(=O)N2CCC(C(=O)N3CCC3)CC2)cc1	-2	55	0	-5	-2.7	-2	5	-4	-1	14	-0.4
CCOC(=O)c1[nH]c(C)c(/C(C)=N\O)c1C	6	nt	-3	6	-0.8	-2	-4	-2	1	15	-1.6
NC(=O)CSc1nnc(NC(=O)c2ccc(S(=O)(=O)N3CCOCC3)cc2)s1	6	-16	-2	-4	-1.1	-1	1	3	-1	-22	0.8
Cc1noc(C)c1NC(=O)Nc1cccc2c1O[C@H](CN(C)C(=O)NC1CCCCC1)[C@@H](C)CN([C@H](C)CO)C2=O	0	-18	-1	5	-0.3	11	-8	-3	nt	-3	0.7
Cc1onc(-c2ccccc2Cl)c1C(=O)N1CC(C)CC(C)C1 (configuration not stated)	2	-16	3	1	1.5	-3	-2	-7	3	-42	-1.7
Cc1nn(C(=O)c2cccc([N+](=O)[O-])c2)c(C)c1Br	-5	-2	-9	0	1.1	-4	-6	-6	0	-21	0.3
COc1cc(CCC(=O)OCC(=O)NCC2CCCCC2)cc(OC)c1OC	-3	-2	-9	4	-0.1	-1	-5	3	1	-26	-0.8
O=C(CN1C(=O)c2ccccc2C1=O)Nc1cccnc1	-3	13	-2	-2	-2.9	3	-10	-3	-3	-1	0.2
